M1 ag – human M1 muscarinic receptor agonism; AID 588814; activation, % at 3 µM; 0.33% of 360,000 active; CHO-K1 hM1, Fluo-8 calcium fluorescence, agonist mode; 0% DMSO, 100% acetylcholine EC100; P11229;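 active means activation above the run's mean compound activation plus 3 SD, cut at about 16% in these data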;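 further: peak over basal fluorescence ratio within a 140 s kinetic read after compound addition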
CHO parental Ca – counter-screen: ATP calcium response change in parental CHO cells; parental CHO-K1, ATP-induced calcium, Fluo-8 fluorescence; inhibition, % at 5.6 µM; 0.63% of 330,000 active; AID 463079;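 active means inhibition above that plate's mean sample inhibition plus 3 SD, cut at about 26% in these data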;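 further: 0% = ATP-challenged DMSO wells and 100% = DMSO wells without ATP; some compounds past the cut are filed as inactive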
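material = parental CHO cells | also added = ATP as calcium-mobilizing challenge | dosing = single point at 5.6 µM | detection = intracellular calcium via Fluo-8 no-wash fluorescent dye | read-out = % inhibition | benchmarks = low control ATP plus DMSO, high control DMSO only | repeats = one well per compound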
TAAR1 agonist – agonists of human TAAR1 | activation, % at 3 µM | 0.99% of 360,000 active | CHO RD-HGA16 TAAR1, Fluo-8 calcium fluorescence; vehicle wells 0%, saturating PEA agonist 100% | AID 624467 | Q96RJ0;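 active means activation above the mean activation of all test compounds in the run plus 3 SD, cut at about 38% in these data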
Target sequence (Q96RJ0 whole entry, looked up): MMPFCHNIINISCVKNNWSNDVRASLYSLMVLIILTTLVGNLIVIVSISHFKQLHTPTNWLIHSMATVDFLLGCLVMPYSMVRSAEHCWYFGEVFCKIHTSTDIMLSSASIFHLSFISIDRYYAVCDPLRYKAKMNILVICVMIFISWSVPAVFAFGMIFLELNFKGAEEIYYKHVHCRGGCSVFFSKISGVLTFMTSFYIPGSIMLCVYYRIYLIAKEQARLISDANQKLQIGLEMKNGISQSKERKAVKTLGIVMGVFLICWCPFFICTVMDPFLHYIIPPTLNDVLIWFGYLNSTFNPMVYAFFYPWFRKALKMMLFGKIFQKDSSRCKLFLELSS
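System: CHO-derived RD-HGA16 cells with stable Gα16 and human TAAR1 / Times: 17-24 h plating, Fluo-8 75 min 37 °C, 30 min RT / Technique: calcium-sensitive Fluo-8 signal, excitation 470-495, emission 515-575 nm / Measure: % activation relative to PEA EC100 response / Benchmarks: DMSO and PEA EC100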
CHO-K1 Ca antag – counter-screen for M1 antagonists: effect in parental CHO-K1 cells; ATP-induced calcium, Fluo-8 fluorescence; inhibition, % at 3 µM; 0.6% of 360,000 active;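 active means inhibition above a per-plate cutoff, the plate's mean sample inhibition plus 3 SD, cut at about 24% in these data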;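 further: 0% = DMSO plus EC80 ATP and 100% = DMSO alone without ATP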
M1 PAM parental – counter-screen for M1 PAMs: effect in parental CHO-K1 cells; 0.02% of 360,000 active; ATP EC20, Fluo-8 calcium fluorescence; 0% at ATP EC20, 100% at ATP max; activation, % at 3 µM;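 active means activation above the run cutoff, the mean activation of all test compounds plus 3 SD, cut at about 40% in these data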;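 further: peak over basal fluorescence ratio in a 140 s read after ATP addition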
M1 antag – blocks human M1 muscarinic receptor; 1.3% of 360,000 active; inhibition, % at 3 µM; CHO-K1 hM1, Fluo-8 calcium fluorescence, ACh EC80 antagonist; P11229;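 active means percent inhibition above its own plate's cutoff, namely the mean of that plate's compound wells plus 3 SD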;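 further: peak over basal fluorescence ratio during 140 s after agonist addition; 0% = ACh EC80 plus DMSO and 100% = DMSO alone without agonist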
CHO-K1 Ca ag – M1 agonist counterscreen hit in parental CHO-K1 cells; Fluo-8 calcium fluorescence; scaled to maximal ATP response, vehicle zero; activation, % at 3 µM; 0.48% of 360,000 active; in the data active means activation above about 15%;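 further: untransfected CHO-K1 host cells lacking M1 receptor as counterscreen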
TAAR1 antag – antagonists of human TAAR1; CHO RD-HGA16 TAAR1, Fluo-8 calcium fluorescence, antagonist; Q96RJ0; inhibition, % at 3 µM; AID 624466; 1.5% of 360,000 active;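 active means inhibition above a per-plate cutoff, the mean inhibition of test compounds on that plate plus 3 SD, cut at about 49% in these data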;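 further: 0% = DMSO plus EC80 beta-PEA response and 100% = DMSO alone without agonist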
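Material: RD-HGA16 CHO cells with stable hTAAR1 and Gα16; Dosing: single nominal final test compound concentration of 3 µM; Schedule: seeding 17-24 h prior, 75-min 37 °C, 30-min RT dye loading; Detection: kinetic Fluo-8 calcium fluorescence measurement; Measure: % inhibition from peak post-agonist over basal fluorescence ratio; Benchmarks: vehicle and agonist controls.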
OXTR potentiate – human OXTR potentiation; AID 2445; CHO-OTR cells, Fluo-8 calcium fluorescence, potentiator mode; 0% = oxytocin EC15, 100% = EC100; activation, % at 3 µM; 0.061% of 320,000 active; P30559;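 active means activation above that plate's cutoff, the mean activation of tested compounds plus 3 SD, cut at about 6.6% in these data, passing the limit was not always enough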;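 further: 100% uses oxytocin at 75 nM as the full agonist control; some results filed as inactive read as strong as hits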
Target sequence (P30559 whole entry, looked up): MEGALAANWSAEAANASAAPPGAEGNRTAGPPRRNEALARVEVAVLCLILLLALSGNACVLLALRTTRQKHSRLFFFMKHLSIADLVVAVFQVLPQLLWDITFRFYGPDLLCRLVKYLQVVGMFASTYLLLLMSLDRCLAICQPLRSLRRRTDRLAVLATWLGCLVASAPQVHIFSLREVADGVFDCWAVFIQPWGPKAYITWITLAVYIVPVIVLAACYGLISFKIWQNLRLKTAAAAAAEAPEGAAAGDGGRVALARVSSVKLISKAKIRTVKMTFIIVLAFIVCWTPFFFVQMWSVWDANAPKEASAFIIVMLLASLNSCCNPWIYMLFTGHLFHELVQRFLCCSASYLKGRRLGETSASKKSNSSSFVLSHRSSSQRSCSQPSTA
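System: human OTR in CHO cells; Also added: sub-maximal oxytocin, roughly EC15; Timing: compound 6 min at room temperature before oxytocin, 100 s read; Technique: Fluo-8 intracellular calcium fluorescence, ex 470-495, em 515-575 nm; Controls: oxytocin EC15 low and EC100 high; Replication: singlicate.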
Active calls of the source: *; · = not tested or not shown. Rows are unselected (roughly 4.2% active in at least one column).

SMILES	M1 ag	CHO parental Ca	TAAR1 agonist	CHO-K1 Ca antag	M1 PAM parental	M1 antag	CHO-K1 Ca ag	TAAR1 antag	OXTR potentiate
COc1ccc(/C(C)=C(\C#N)C(=O)OC(C)C)cc1OC	-2.2	-11.0	15.7	-5.5	16.5	-15.1	0.5	-2.6	-15.3
CC1CCCN(C(=O)c2ccc(CNc3c(N4CCCCC4)c(=O)c3=O)cc2)C1 (stereo not drawn)	-3.0	-8.1	-0.2	0.4	4.0	-3.9	0.2	2.2	4.2
CCOc1ccccc1C(=O)OCC(=O)Nc1cccc(S(=O)(=O)NC2=NCCCCC2)c1	3.2	·	2.6	3.2	-14.1	-3.0	1.8	5.6	·
CCn1c(C)nnc1SCC(=O)Nc1cccc(Cl)c1	1.4	-7.4	6.3	-8.7	20.5	-6.5	-0.1	-6.7	-3.8
O=C(CN1C(=O)C(=O)N(Cc2ccccc2)C1=O)Nc1ccc(OC(F)F)cc1	0.8	-8.7	3.1	-11.4	4.2	-4.4	2.0	-7.4	-4.8
CCOC(=O)c1ccccc1N1C(=O)C2Sc3[nH]c(=O)sc3C(/C=C/c3ccccc3)C2C1=O (stereo not drawn)	-3.1	-20.9	2.6	-0.9	3.8	-8.4	0.6	8.5	-15.4
O=C(CC(c1ccccc1)c1ccccc1O)N1CCCCC1 (stereo not drawn)	-7.5	-7.5	8.4	-10.6	15.9	-0.8	0.6	-20.3	-0.1
Nc1nc2c(F)cccc2s1	-7.9	2.2	1.1	-6.6	26.2	-5.1	6.4	-11.7	-11.7
CCCOc1ccc(S(=O)(=O)n2cc(F)c(=O)[nH]c2=O)cc1	3.7	2.1	9.7	-13.2	20.4	-17.4	3.1	-21.1	-10.3
Cc1c(NC(=O)/C(C#N)=C/C2CC=CCC2)c(=O)n(-c2ccccc2)n1C (stereo not drawn)	-4.2	-7.5	16.7	-5.8	9.5	21.6	-0.1	-5.1	-10.7
Cc1ccc(NS(=O)(=O)c2cc(C(=O)NCCSC3CCCCC3)ccc2C)cc1	-5.5	-34.1	0.3	-9.1	-8.3	13.6	-0.6	14.5	-5.0
O=C(COC(=O)c1cccc([N+](=O)[O-])c1)Nc1ncc(Br)s1	-3.5	-6.8	5.5	-17.9	26.0	-5.4	1.9	12.9	-0.1
CCN(Cc1ccccc1)S(=O)(=O)c1ccccc1Br	-6.7	-15.2	-0.8	-10.8	8.1	-6.2	-0.4	-4.2	·
Cc1ccc(SCc2nc(-c3ccncc3)no2)cc1	-1.5	0.7	52.2*	-4.9	10.5	-7.5	2.5	-4.4	-13.6
c1ccc(SCc2nc3ccccc3[nH]2)nc1	0.6	-13.9	11.9	-11.7	14.6	-36.4	0.2	-4.5	-7.0
Cc1ccc(C(=O)Nc2cccc(NC(=O)CN3CCCCC3)c2)cc1	-5.9	-11.2	6.2	-7.8	10.6	0.2	-0.4	-3.3	0.0
CC12COC3(C(=O)NCCc4ccccc4)CC1CCC32C (stereo not drawn)	-5.6	-12.1	-1.5	-0.1	10.0	-3.2	0.1	9.7	-2.8
CCc1ccccc1NC(=O)CNC(=O)c1cc(C2CC2)nc2c1cnn2C(C)C	-2.7	-17.1	1.8	10.1	-4.5	1.7	0.1	9.6	-6.8
Cc1ccccc1-c1nc2c(s1)CCc1onc(-c3ccc(Cl)cc3)c1-2	-5.6	-4.1	-0.6	-10.6	16.1	-1.3	0.6	12.8	-8.6
Cc1ccc(NC(=O)CN(C)S(=O)(=O)c2cnc[nH]2)c(C)c1	3.9	-0.5	7.9	3.4	-2.7	-11.0	0.6	-50.3	-8.0
CCOC(=O)c1cc(-c2csc(Nc3ccccc3Cl)n2)on1	-5.2	8.8	-0.7	-2.7	12.3	-0.7	0.5	-12.0	-3.7
CCCCCCNC(=O)c1c(O)c2cccc3c2n(c1=O)CCC3	-2.8	-4.9	5.9	10.7	0.0	-14.2	-0.1	-21.4	-13.1
CC(Sc1n[nH]c(-c2ccccc2F)n1)C(=O)Nc1ccc(S(N)(=O)=O)cc1 (stereo not drawn)	-3.4	-10.1	0.7	-16.6	3.9	-3.5	0.2	2.2	-2.2
Cc1c(NC(=O)c2ccccc2NS(=O)(=O)c2ccc(Br)cc2)c(=O)n(-c2ccccc2)n1C	-4.2	-2.7	5.9	-12.5	11.6	-14.2	-0.2	3.4	-14.5
COc1ccc(-[n+]2c(C)cc(/C=C3\Sc4ccccc4N3C)cc2C)cc1	12.0	45.9*	31.8	40.3*	-10.1	80.8*	20.7*	62.3*	-19.7
Cc1ccc2c(c1)C(c1ccccc1)N(C(=O)c1ccc(Br)o1)CC(=O)N2 (stereo not drawn)	-1.5	-11.5	4.0	-13.2	10.6	-13.5	1.2	-44.3	-0.7
C=CCNC(=O)CN1CCC(NC(=O)c2ccco2)CC1	-5.1	-2.8	0.1	4.2	2.5	6.0	-0.3	12.7	-4.7
Cc1ccc(NC(=O)c2c(C(F)(F)F)nn(C)c2SCc2ccc(Cl)cc2)cc1C	-5.8	26.6	5.1	9.2	10.8	11.5	0.5	5.3	-17.4
O=c1oc(-c2ccc(Cl)c(Cl)c2)nn1-c1ccc(C(F)(F)F)cn1	-4.4	-6.8	3.4	1.3	10.8	3.0	0.7	-29.0	-1.4
Cc1cccc(NC(=O)CCCC(=O)OC(C)C(=O)c2ccccc2)c1 (stereo not drawn)	-0.3	-13.1	15.5	-13.2	-1.7	0.0	6.6	11.4	-8.8

Complete entries as entered above. Values in the order: M1 ag | CHO parental Ca | TAAR1 agonist | CHO-K1 Ca antag | M1 PAM parental | M1 antag | CHO-K1 Ca ag | TAAR1 antag | OXTR potentiate
CCOC(=O)c1cc(-c2csc(Nc3ccccc3Cl)n2)on1 as listed: -5.2 | 8.8 | -0.7 | -2.7 | 12.3 | -0.7 | 0.5 | -12.0 | -3.7
Cc1c(NC(=O)c2ccccc2NS(=O)(=O)c2ccc(Br)cc2)c(=O)n(-c2ccccc2)n1C as listed: -4.2 | -2.7 | 5.9 | -12.5 | 11.6 | -14.2 | -0.2 | 3.4 | -14.5
CC12COC3(C(=O)NCCc4ccccc4)CC1CCC32C (stereo not drawn) as listed: -5.6 | -12.1 | -1.5 | -0.1 | 10.0 | -3.2 | 0.1 | 9.7 | -2.8

The results go on:
SMILES	M1 ag	CHO parental Ca	TAAR1 agonist	CHO-K1 Ca antag	M1 PAM parental	M1 antag	CHO-K1 Ca ag	TAAR1 antag	OXTR potentiate
C[C@@H]1CN([C@H](C)CO)C(=O)c2cc(Br)cnc2O[C@H]1CN(C)C(=O)Nc1ccccc1F	-0.4	·	11.0	-1.4	24.3	-3.3	0.2	-23.1	·
CCNC(=O)C1(C)CCN(C(=O)c2ccc(N(C)C)cc2)C1 (stereo not drawn)	-3.4	·	1.2	0.4	-5.8	7.2	0.5	4.7	·
Cc1nc2ccccc2n1CCOc1ccccc1	-7.8	-4.0	6.8	-5.2	7.0	0.4	6.8	17.3	-10.9
CCOC(=O)CCSc1nc(C)c2cc(OC)ccc2n1	-5.1	9.0	5.5	-7.2	10.6	2.2	1.5	-7.4	-5.3
Cc1nn(-c2ccccc2)c2sc(C(=O)n3cccn3)cc12	-2.9	-10.9	16.5	1.6	8.8	-2.1	-0.2	-22.9	1.1
O=C(Nc1cccnc1Cl)c1cc(-c2ccc(F)cc2)on1	-2.1	-4.5	-0.1	-5.6	5.8	3.8	0.5	-8.1	-2.6
COc1ccc(CCN(C)C(=O)C(CCSC)NC(=O)c2ccco2)cc1OC (stereo not drawn)	-3.6	-2.2	0.6	-5.2	-8.2	-0.3	0.3	-4.4	-8.6
CC(C)COC(=O)COc1cc(Cl)c(Cl)cc1Cl	·	-9.6	-1.7	·	·	·	·	1.9	2.6
CCOc1ccc(Nc2nc(N(C)c3ccccc3)nc(N)c2[N+](=O)[O-])cc1	-3.2	-1.9	0.8	7.8	-3.7	17.2	6.5	-4.0	-1.8
Cc1nn(Cc2nnc(SCC(=O)Nc3ccc(Cl)cc3)n2C)c(C)c1[N+](=O)[O-]	-8.6	-9.3	4.3	-13.1	19.0	-11.2	0.5	-22.0	-10.0
CC(O)CNc1ncnc2cc(-c3ccc(F)cc3)sc12 (stereo not drawn)	-7.7	-17.1	-2.4	-13.3	-2.8	-2.9	1.2	6.3	-4.2
Cc1[nH]c2ccccc2c1/C=N/NC(=O)C1CC1(c1ccccc1)c1ccccc1 (stereo not drawn)	-9.6	-5.3	3.4	-5.1	26.8	-4.7	7.5	11.4	-4.8
O=C(NCCc1c[nH]c2ccccc12)C(=O)NCC(c1cccnc1)N1CCN(c2ccccc2)CC1 (stereo not drawn)	1.4	-3.9	17.5	-0.7	8.6	0.8	5.1	45.4	-6.3
CC1CCCN(CCCNC(=O)c2ccc3c(c2)N(Cc2ccccc2F)C(=O)c2ccccc2S3(=O)=O)C1 (stereo not drawn)	-6.3	-28.6	4.8	5.4	-3.2	28.5	0.9	-7.4	-10.7
O=C(NCc1ccc2c(c1)OCO2)C1CC(=O)N(C2CCCC2)C1 (stereo not drawn)	-1.6	-10.1	7.7	-11.0	-1.1	-22.0	-0.3	1.4	-9.2
O=C(NC1CCCCC1)c1ccc(-c2ccccc2[N+](=O)[O-])o1	-1.1	-25.1	-1.3	6.0	-11.6	-4.9	0.0	-4.5	-4.1
C#CCONC(=O)c1cc(OCC(F)(F)F)ccc1OCC(F)(F)F	-4.0	-5.3	-1.9	-7.4	17.9	4.1	0.8	3.5	1.7
Cc1c(Br)c([N+](=O)[O-])nn1CC(=O)N1CCc2ccccc2C1	-9.0	-6.1	62.9*	10.3	4.8	6.8	0.4	-22.0	2.8
Cc1ccc(OCC(=O)N(Cc2cccc(Cl)c2)C2CCS(=O)(=O)C2)cc1C (stereo not drawn)	1.5	-22.4	5.3	-0.8	-1.8	10.2	7.5	-18.1	-11.9
Cc1cc(C(=O)COc2cc(F)ccc2[N+](=O)[O-])c(C)n1CC1CCCO1 (stereo not drawn)	0.1	-5.0	17.6	-12.2	7.1	-6.6	0.7	-2.7	-6.9
CCN(CC(=O)NCc1ccc(Cl)cc1)C(=O)c1ccc(C#N)cc1	-5.9	-16.6	3.7	-13.6	16.3	-5.0	0.4	5.3	-1.2
COc1cc([N+](=O)[O-])ccc1NC(=O)CN1CCCC1	-0.6	-1.3	1.6	-17.1	0.4	-10.9	1.3	-9.2	-0.8
CCc1cc(-c2n[nH]c(C)c2-c2nc(C)cs2)c(O)cc1OC	-4.8	-18.1	2.3	4.3	1.7	4.1	0.8	14.9	-4.6
CCOP(=O)(OCC)C(C)(C)NC(=O)c1cc([N+](=O)[O-])cc([N+](=O)[O-])c1	-3.8	-3.3	8.3	1.7	-2.6	0.1	-0.2	-3.2	1.9
